Cardiac RTF inh = cardiac RTF calcium desensitization; P19429+P45379; IANBD-labeled cardiac RTF, Ca2+ fluorescence; inhibition, % at 7.15 µM; hit rate 0.12% among 340,000;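 active means inhibition above the mean inhibition of all tested compounds plus 3 SD, cut at about 17% in these data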;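 further: assay run at fixed EC70 calcium of 1.6 mM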
CAL PDZ FP-1 = human CAL PDZ-peptide interaction inhibition; Q9HD26; purified CAL PDZ, TMR-peptide fluorescence polarization, 1 h; inhibition, % at 20 µM; hit rate 0.02% among 330,000; AID 504414;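 active means highest replicate inhibition of at least 40%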;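 further: plate controls were DMSO neutral control wells for no effect and unlabeled competitor peptide control wells for full effect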
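material = purified tagged CAL PDZ domain construct (CerCALP) | buffer or medium = sodium phosphate/NaCl buffer pH 7.4 with TCEP, IgG, Thesit | reagent = TMR-labelled reporter peptide T*-PRC34 bound in PDZ groove | incubation = 1 h room-temperature incubation prior to read | measured by = fluorescence polarization (mP) | evaluation = percent inhibition from loss of millipolarization | control set = unlabelled peptide and DMSO controls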
RTF Ca sens act = cardiac RTF calcium sensitization. IANBD-labeled TnC RTF fluorescence at EC20 calcium; 0% EC20 calcium, 100% full calcium. activation, % at 7.2 µM. hit rate 0.24% among 340,000;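 active means activation above the mean over all tested compounds plus 3 SD, cut at about 30% in these data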;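 further: rise in fluorescence read as greater calcium sensitivity of cardiac thin filaments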
PKA-R2B act = activates the human PKA-R2B holoenzyme complex; PKA-R2B holoenzyme dissociation, Cy5-IP20 fluorescence polarization; R2B truncated from residue 108, S112A mutant; 0% DMSO only, 100% 113 µM cGMP; activation, % at 11.4 µM; hit rate 0.079% among 340,000;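 active means activation above a cutoff set at the mean over all compounds plus 3 SD, cut at about 18% in these data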;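 further: higher means more holoenzyme dissociation and a rise in polarization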
Keap1-Nrf2 PPI = inhibitors of human Keap1-Nrf2 protein-protein interaction. Q14145. Keap1 Kelch-Nrf2 peptide fluorescence polarization, 1536-well. inhibition, % at 9.4 µM. hit rate 0.15% among 340,000; in the data active means inhibition above about 12%;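 further: human Keap1 Kelch domain with fluorescein labeled Nrf2 9mer peptide probe; 0% = neutral control wells and 100% = peptide positive control; higher means more block of Keap1 binding to Nrf2 peptide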
DAGLB inh = diacylglycerol lipase beta (human) inhibition. HEK293T DAGLB membrane lysate, EnzChek fluorogenic substrate. hit rate 0.059% among 340,000. inhibition, % at 5.17 µM. Q8NCG7; in the data active means inhibition above about 34%;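 further: 0% = enzyme with vehicle and 100% = wells lacking enzyme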
Target sequence (Q8NCG7 whole entry, looked up): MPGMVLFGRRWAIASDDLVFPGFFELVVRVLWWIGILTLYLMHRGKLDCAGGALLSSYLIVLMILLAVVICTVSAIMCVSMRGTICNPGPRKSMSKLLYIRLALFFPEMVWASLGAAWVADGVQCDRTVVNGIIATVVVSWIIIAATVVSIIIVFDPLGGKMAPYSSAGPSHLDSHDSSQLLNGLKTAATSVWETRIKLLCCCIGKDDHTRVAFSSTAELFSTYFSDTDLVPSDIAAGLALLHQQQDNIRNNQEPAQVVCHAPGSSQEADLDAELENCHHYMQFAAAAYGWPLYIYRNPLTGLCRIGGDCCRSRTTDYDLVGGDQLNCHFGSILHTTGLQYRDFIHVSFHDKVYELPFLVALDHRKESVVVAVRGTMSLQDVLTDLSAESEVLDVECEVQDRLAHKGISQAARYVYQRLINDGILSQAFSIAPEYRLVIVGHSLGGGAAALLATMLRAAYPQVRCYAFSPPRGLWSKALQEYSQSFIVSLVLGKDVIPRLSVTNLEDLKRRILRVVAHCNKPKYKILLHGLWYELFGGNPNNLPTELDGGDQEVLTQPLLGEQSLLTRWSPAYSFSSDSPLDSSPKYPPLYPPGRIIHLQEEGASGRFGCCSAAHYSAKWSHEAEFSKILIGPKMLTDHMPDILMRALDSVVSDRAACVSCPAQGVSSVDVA
SR-BI DiI-HDL act = SR-BI HDL lipid transfer activation; CHO ldlA[mSR-BI] cells, DiI-HDL uptake fluorescence, 3 h; 100 = double the neutral-control signal; activation, % at 12.5 µM; hit rate 0.096% among 320,000;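 active means mean replicate activation of at least 60% and every replicate at or above 60%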;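 further: 0% = median plate neutral-control signal and 100% = twice that signal; values of inactives mirror those of a sister screen read the other way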
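Assay system: CHO ldlA[mSR-BI] cells, LDL receptor-null, SR-BI overexpressing; medium: Ham's F12 with 0.5% BSA, HEPES 25 mM, pH 7.4; also added: DiI-HDL 10 µg/mL; timing: 3 h uptake period with compound, 37 °C; signal: DiI fluorescence, bottom read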
LANA DNA inh = inhibitors of KSHV LANA C-terminal domain DNA binding; inhibition, % at 9 µM; hit rate 0.078% among 340,000; MBP-C-LANA/FAM-LBS DNA binding, fluorescence polarization; AID 504423;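 active means highest replicate inhibition at or above 60% at 9 µM, even if other replicates fall short; inactive means all replicates below 60% inhibition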;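 further: 0% = neutral control wells and 100% = 4 µM acridine orange control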
CAL PDZ FP-2 = inhibitors of human CAL PDZ peptide binding | Q9HD26 | hit rate 0.92% among 300,000 | AID 602252 | purified CAL PDZ, TMR-peptide fluorescence polarization, 1 h | inhibition, % at 24.9 µM;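 active means mean inhibition of at least 30% with at least half of replicates also reaching 30%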;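 further: 0% = DMSO neutral control and 100% = excess unlabeled competitor peptide PRC23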
Rtt109 HAT inh = C. albicans Rtt109 histone acetyltransferase inhibition | Q5AAJ8 | purified Rtt109/Vps75, ThioGlo CoA-SH fluorescence, 4 h | inhibition, % at 34.9 µM | hit rate 0.16% among 330,000 | AID 540336;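 active means inhibition of at least 50% in every replicate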
Target sequence (Q5AAJ8 whole entry, looked up): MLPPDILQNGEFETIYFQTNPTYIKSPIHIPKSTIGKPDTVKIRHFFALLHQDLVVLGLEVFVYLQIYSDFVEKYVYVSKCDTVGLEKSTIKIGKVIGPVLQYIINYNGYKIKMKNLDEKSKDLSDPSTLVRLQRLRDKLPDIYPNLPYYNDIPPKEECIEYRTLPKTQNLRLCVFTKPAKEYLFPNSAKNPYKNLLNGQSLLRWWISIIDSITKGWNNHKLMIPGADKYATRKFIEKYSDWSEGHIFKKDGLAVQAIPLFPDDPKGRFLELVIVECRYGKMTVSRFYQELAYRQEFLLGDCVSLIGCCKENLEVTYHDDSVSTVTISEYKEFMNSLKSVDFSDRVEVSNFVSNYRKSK
Starred values were filed as active, the others as inactive; . = not tested or not shown. Outcome played no part in choosing rows; about 1.6% have a hit in one of these screens.

Screens by letter: A = Cardiac RTF inh; B = CAL PDZ FP-1; C = RTF Ca sens act; D = PKA-R2B act; E = Keap1-Nrf2 PPI; F = DAGLB inh; G = SR-BI DiI-HDL act; H = LANA DNA inh; I = CAL PDZ FP-2; J = Rtt109 HAT inh
compound: O=c1cc[nH]c2c1ccc1cccnc12
  A: 2.3; B: -0.1; C: 3.7; D: -9.1; E: -3.9; F: -2.8; G: -10.6; H: 0.0; I: -1.8; J: 3.4
compound: COc1ccc(C2CC2/C(=N/O)c2ccccc2)cc1 (centres undefined)
  A: 1.1; B: -1.7; C: 3.4; D: -6.3; E: 2.0; F: -7.9; G: -2.1; H: 1.0; I: 0.5; J: 3.3
compound: N#CC1=C(N)Oc2n[nH]c(-c3ccccc3)c2C1c1cccc(OC(=O)N2CCOCC2)c1 (centres undefined)
  A: 3.9; B: -1.6; C: -0.1; D: -2.1; E: -0.5; F: 1.3; G: -10.8; H: 2.0; I: -4.7; J: 44.7
compound: CCOc1ccc(S(=O)(=O)NC(C)C)cc1C(N)=O
  A: -2.9; B: -0.8; C: 0.5; D: 1.4; E: -1.2; F: 0.6; G: 3.3; H: -0.7; I: 6.8; J: -12.4
compound: CC(C)CN1CCC(=O)N([C@H](COc2ccccc2)Cc2ccccc2)CC1
  A: -10.8; B: -0.4; C: -0.7; D: -11.6; E: 4.2; F: -12.3; G: 14.0; H: -2.5; I: -5.3; J: 0.9
compound: CSc1ccc(Cl)c(C(=O)OCC(=O)N2CCNC2=O)c1
  A: -0.4; B: 0.7; C: 0.9; D: -6.6; E: -1.6; F: -2.6; G: -7.1; H: 0.4; I: 3.9; J: -1.9
compound: Nc1c(Cl)cc(-c2csc(N3CCCC3c3nc4cc(Cl)c(N5CCCCC5)cc4n3CCCO)n2)cc1Cl (centres undefined)
  A: -0.8; B: -0.3; C: -1.5; D: 6.0; E: 0.6; F: 1.8; G: 3.5; H: -2.8; I: -5.6; J: -3.3
compound: COC(=O)CC(=O)CSc1nc2c(cc1C#N)CCCCC2
  A: -8.1; B: -0.6; C: 0.5; D: 11.8; E: -3.1; F: 4.6; G: 1.0; H: -1.1; I: -2.1; J: 7.3
compound: Oc1c(Cl)cc(Cl)cc1C=Nc1ccc(N2CCOCC2)cc1
  A: -8.9; B: -1.0; C: 1.6; D: -8.6; E: -0.4; F: 9.9; G: 26.8; H: -0.5; I: -5.3; J: -3.3
compound: Cc1cc(C)nc(N(C#N)CC(=O)Nc2ccccc2)n1
  A: -9.0; B: -0.3; C: -1.3; D: -1.0; E: 2.6; F: -0.1; G: 16.9; H: 0.2; I: -3.1; J: 11.8
compound: O=C(CCc1c[nH]c2ccccc12)N1CCN(c2ccc(O)cc2)CC1
  A: -4.0; B: -1.0; C: 6.3; D: -2.8; E: -8.9; F: -1.4; G: .; H: 1.3; I: -6.8; J: 1.4
compound: COc1ccc(Cl)cc1S(=O)(=O)N1CCCC(C(=O)NCc2ccccn2)C1 (centres undefined)
  A: -0.4; B: -1.7; C: 4.2; D: -14.8; E: -4.2; F: 1.3; G: 9.0; H: 0.4; I: -3.0; J: -0.6
compound: CC(C)N(Cc1cc2ccccc2[nH]c1=O)C(=O)c1ccco1
  A: -3.3; B: -2.6; C: 10.1; D: 0.9; E: -5.5; F: -4.5; G: 4.7; H: 0.7; I: -3.0; J: -1.2
compound: CCOC(=O)c1ccc(NC(=S)N(CCCN2CCCC2)Cc2ccco2)cc1
  A: -5.8; B: -0.6; C: 2.3; D: -5.2; E: -0.7; F: 2.1; G: -2.0; H: -0.1; I: .; J: 2.8
compound: CC(C)(C)n1nnnc1C(c1cccs1)N(Cc1cccnc1)Cc1ccccc1Cl (centres undefined)
  A: -6.9; B: 0.7; C: -5.2; D: -13.1; E: 2.6; F: 0.1; G: 13.4; H: 2.8; I: -2.7; J: 0.5
compound: CCOC(=O)c1c(O)c2ccccc2n(C)c1=O
  A: 6.6; B: 0.0; C: 0.3; D: -3.4; E: 1.7; F: -4.7; G: 17.3; H: -0.2; I: .; J: -15.8
compound: CCCCOC(=O)CCc1n[nH]c(=O)[nH]c1=O
  A: -5.2; B: -1.2; C: -0.7; D: 4.0; E: -4.4; F: -0.6; G: -10.0; H: -0.9; I: -7.9; J: -9.1
compound: COc1ccc(NS(=O)(=O)c2cc(NC(=O)CCNC(C)=O)ccc2N2CCOCC2)cc1
  A: -1.2; B: -0.8; C: -2.2; D: -6.7; E: -3.9; F: 1.7; G: 28.5; H: -1.1; I: .; J: -12.5
compound: Nc1c(-c2ccccc2)c(CN2CCOCC2)nn1-c1cccc([N+](=O)[O-])c1
  A: -6.4; B: -2.4; C: -0.4; D: -8.4; E: -4.2; F: 0.2; G: 12.1; H: 0.8; I: -0.3; J: 7.4
compound: O=C(Cn1nnc2ccccc21)Nc1ccccc1[N+](=O)[O-]
  A: 15.0; B: -1.0; C: 7.9; D: 2.6; E: 1.5; F: -0.5; G: -21.1; H: 0.7; I: .; J: -8.1
compound: O=C(/C=C/c1ccc(Cl)cc1)Nc1cc(S(=O)(=O)N2CCOCC2)ccc1N1CCOCC1
  A: 6.8; B: -3.6; C: -8.4; D: -4.0; E: 4.4; F: -2.8; G: 6.9; H: 0.2; I: .; J: 2.6
compound: CN(C)CC(=O)Nc1ccc2cn[nH]c2c1
  A: -6.8; B: -1.1; C: 9.8; D: 7.2; E: -0.4; F: -1.1; G: 18.7; H: 0.0; I: .; J: 0.6
compound: O=S(=O)(c1ccc(Cl)cc1)N1CCSC1c1ccco1 (centres undefined)
  A: 0.0; B: 13.9; C: -1.4; D: 2.8; E: 0.9; F: -2.8; G: -23.4; H: 1.2; I: 164.4*; J: 0.8
compound: CC(=O)c1ccc(OCC(O)CN2CC(C)OC(C)C2)cc1 (centres undefined)
  A: -1.0; B: 0.3; C: -8.2; D: -5.2; E: 0.7; F: -0.7; G: 31.5; H: -1.1; I: -4.2; J: 1.7
compound: Nc1cccnc1Sc1cc(Cl)cc(Cl)c1
  A: -5.3; B: -0.3; C: 1.1; D: -3.0; E: 3.1; F: -4.4; G: -2.4; H: 0.3; I: -2.7; J: 3.3
compound: CCOc1ccccc1N(CC(=O)NC1CCCCC1)C(=O)CNC(=O)c1ccco1
  A: 1.6; B: 0.6; C: 6.4; D: -1.9; E: -3.7; F: 0.2; G: -7.6; H: 0.6; I: .; J: 4.5
compound: COc1ccc(CNS(=O)(=O)CCNCCc2ccccc2)cc1
  A: -2.5; B: -0.8; C: 2.1; D: -4.8; E: 1.6; F: -2.6; G: 14.4; H: 2.3; I: -3.6; J: 6.2
compound: CCn1c(N2CCN(C(=O)C34CC5CC(CC(C5)C3)C4)CC2)nc2ccccc21
  A: -6.6; B: -1.6; C: 0.4; D: -13.1; E: -4.6; F: 1.8; G: .; H: -1.8; I: 0.0; J: 11.6
compound: Cc1ccc(C)c(NC(=O)Cn2nc(-c3ccccc3)nc2-c2ccccc2)c1
  A: -4.9; B: -3.0; C: -3.4; D: -2.6; E: -5.5; F: 1.5; G: -2.0; H: -0.4; I: 0.8; J: 2.6
compound: CC(C)Oc1ccc(Br)cc1/C=N\NC(N)=S
  A: -9.5; B: -0.5; C: -7.5; D: -5.6; E: 1.7; F: -3.9; G: -9.5; H: 0.8; I: -1.7; J: 12.3
compound: CC(C)NCCCOc1ccc(Cl)cc1Br
  A: -12.7; B: .; C: 5.0; D: -0.8; E: 4.7; F: -3.1; G: 3.9; H: -0.3; I: 29.5; J: -2.7
compound: CCOC(=O)c1cnc(SC2CC(=O)N(c3ccccc3)C2=O)nc1N (centres undefined)
  A: 2.4; B: -2.0; C: 5.0; D: -1.3; E: 3.6; F: -2.0; G: -1.9; H: 0.3; I: -5.6; J: -3.8
compound: CC(C)OCCCn1c(=N)c(S(=O)(=O)c2ccccc2)cc2c(=O)n3ccccc3nc21
  A: 1.4; B: -2.4; C: 2.4; D: -0.4; E: -5.5; F: 3.6; G: .; H: 0.3; I: -3.2; J: -6.5
compound: Cn1c(SCC(=O)NC2CCCC2)nnc1-c1ccco1
  A: 0.9; B: -2.7; C: 2.2; D: 9.0; E: -4.3; F: 0.1; G: 9.7; H: 1.4; I: -0.7; J: 0.4
compound: Cc1cc(C)c(NC(=O)/C(=C/c2ccccc2)c2ccccc2)c(C)c1
  A: -2.6; B: -0.7; C: -4.7; D: -12.2; E: -1.3; F: -16.3; G: 15.2; H: -1.9; I: -12.7; J: 3.3
compound: CCc1nc(NCCCn2ccnc2)c2oc3ccccc3c2n1
  A: 4.0; B: .; C: 5.3; D: -1.6; E: -6.1; F: 1.9; G: -13.1; H: -2.1; I: -5.7; J: 3.4
compound: CCOC(=O)C1CCCN(C(=O)c2ccc(C)c(S(=O)(=O)N3CCCCC3)c2)C1 (centres undefined)
  A: 0.1; B: 0.6; C: 2.8; D: -6.1; E: -3.7; F: -2.6; G: 4.3; H: -1.8; I: .; J: 5.1
compound: O=C(O)c1ccc(/C=N/Nc2nnnn2-c2ccccc2)cc1
  A: -5.8; B: 0.8; C: -2.5; D: -8.2; E: -1.1; F: 0.7; G: 17.6; H: 0.2; I: .; J: -2.2
compound: N#CCC(=O)Nc1ccc(C(=O)OCC(=O)N(Cc2ccccc2)C2CCS(=O)(=O)C2)cc1 (centres undefined)
  A: -3.9; B: -3.1; C: 1.1; D: -0.8; E: -0.1; F: 1.4; G: -15.9; H: 0.9; I: -2.2; J: -3.2
compound: O=C(NCc1ccccn1)c1ccc(S(=O)(=O)Nc2ccccc2F)cc1
  A: 1.3; B: -2.7; C: 2.9; D: -1.4; E: -4.9; F: 3.0; G: .; H: 0.8; I: -0.2; J: -0.1

Reformatted: 4 of the compounds above
Every second line gives: Cardiac RTF inh | CAL PDZ FP-1 | RTF Ca sens act | PKA-R2B act | Keap1-Nrf2 PPI | DAGLB inh | SR-BI DiI-HDL act | LANA DNA inh | CAL PDZ FP-2 | Rtt109 HAT inh
CC(C)Oc1ccc(Br)cc1/C=N\NC(N)=S
  -9.5 | -0.5 | -7.5 | -5.6 | 1.7 | -3.9 | -9.5 | 0.8 | -1.7 | 12.3
O=C(NCc1ccccn1)c1ccc(S(=O)(=O)Nc2ccccc2F)cc1
  1.3 | -2.7 | 2.9 | -1.4 | -4.9 | 3.0 | . | 0.8 | -0.2 | -0.1
O=C(O)c1ccc(/C=N/Nc2nnnn2-c2ccccc2)cc1
  -5.8 | 0.8 | -2.5 | -8.2 | -1.1 | 0.7 | 17.6 | 0.2 | . | -2.2
COc1ccc(CNS(=O)(=O)CCNCCc2ccccc2)cc1
  -2.5 | -0.8 | 2.1 | -4.8 | 1.6 | -2.6 | 14.4 | 2.3 | -3.6 | 6.2
